# Bioassay records: PubChem, National Center for Advancing Translational Sciences (NCATS)
# GPT2 inhibitor: Primary qHTS assay for inhibitors of Glutamate pyruvate transaminase 2 (GPT2); Alanine aminotransferase 2 (Homo sapiens), Q8TD30; Recombinant GPT2, coupled pyruvate oxidase/HRP Amplex Red fluorescence; Potency, µM (titrated, usually from 57.7 µM), for the others: at the highest dose activity change, negative = inhibition, hits mostly inhibitors; hit rate 0.25% among 100,000; also: potency is read from the fitted curve at half-maximal effect; nearly all actives have a fitted effect of over 60% in size; many of its hits are not listed in these tables
#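 Fluorescence of coupled pyruvate oxidase/HRP/Amplex Red system (50uM Amplex, 30 min, dark) reports pyruvate formed by GPT2. Enzyme reaction: 10ng/uL GPT2, 2mM L-alanine, 250uM a-KG, 30 min room temperature, pH 7.5; 50uM AOA control.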
# IP6K1 inhibitor: Primary qHTS assay for small molecule inhibitors of Inositol hexaphosphate kinase 1 (IP6K1). Inositol hexakisphosphate kinase 1 (Homo sapiens), Q92551. IP6K1 kinase, ADP-Glo luminescence, 2 h; stronger effect = lower value. activity change, % (series mostly up to about 58 µM). hit rate 0.81% among 140,000. AID 1645851, 2021; in the data active = activity change below about -25%
# Target sequence (Q92551 whole entry, looked up): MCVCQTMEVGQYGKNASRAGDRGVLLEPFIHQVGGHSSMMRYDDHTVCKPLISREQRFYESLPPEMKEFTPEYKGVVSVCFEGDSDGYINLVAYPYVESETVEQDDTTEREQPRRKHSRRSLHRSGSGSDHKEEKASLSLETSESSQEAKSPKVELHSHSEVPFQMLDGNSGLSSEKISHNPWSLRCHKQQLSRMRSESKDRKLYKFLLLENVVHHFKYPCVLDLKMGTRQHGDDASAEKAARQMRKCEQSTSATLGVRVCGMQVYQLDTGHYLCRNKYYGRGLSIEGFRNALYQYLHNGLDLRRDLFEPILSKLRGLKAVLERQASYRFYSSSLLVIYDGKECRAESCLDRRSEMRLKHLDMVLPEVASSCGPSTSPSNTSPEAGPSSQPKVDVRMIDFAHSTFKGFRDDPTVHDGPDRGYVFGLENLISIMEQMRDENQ
#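 ADP-Glo luminescence measures ADP made by human IP6K1 during a 2 h RT reaction with ATP/IP6 (mix at 1.3 mM/130 uM); top library doses 57.5 and 19.1 uM final.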
# Luciferase inh: Firefly luciferase inhibition profiling of diverse chemical library using quantitative high-throughput screening; AID 1347043, 2019; hit rate 2.5% among 76,000; Potency, µM (doses to about 115 µM), without a hit: at the highest dose activity change, negative = inhibition, usual class: inhibitors; purified P. pyralis luciferase, luminescence, biochemical; Luciferin 4-monooxygenase (Photinus pyralis), P08659; also: potency is read from the fitted curve at half-maximal effect; nearly all actives have a fitted effect of over 65% in size
# Target sequence (P08659 whole entry, looked up): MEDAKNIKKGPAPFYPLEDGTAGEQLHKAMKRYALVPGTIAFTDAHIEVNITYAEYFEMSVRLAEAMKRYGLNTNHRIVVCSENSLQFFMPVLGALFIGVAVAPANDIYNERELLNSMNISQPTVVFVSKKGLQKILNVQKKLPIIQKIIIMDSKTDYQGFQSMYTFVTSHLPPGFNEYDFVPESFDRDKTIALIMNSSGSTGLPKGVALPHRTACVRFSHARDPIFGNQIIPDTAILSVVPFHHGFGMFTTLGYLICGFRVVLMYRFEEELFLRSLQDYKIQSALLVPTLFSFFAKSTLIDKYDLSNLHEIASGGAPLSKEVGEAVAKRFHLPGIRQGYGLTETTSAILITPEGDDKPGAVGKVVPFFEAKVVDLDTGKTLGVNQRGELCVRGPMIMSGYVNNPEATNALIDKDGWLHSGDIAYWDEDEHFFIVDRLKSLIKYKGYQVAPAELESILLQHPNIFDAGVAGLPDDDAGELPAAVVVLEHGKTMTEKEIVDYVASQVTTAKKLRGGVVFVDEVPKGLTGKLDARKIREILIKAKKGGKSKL
#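 Cell-free enzyme assay, 10nM P. pyralis luciferase, luciferin and ATP each at 10uM. Inhibition profiled over a 6-point titration, read as luminescence.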
# NIH3T3 tox: Cytotoxic Profiling in NIH 3T3 Cell Line of Diverse Libraries Using Quantitative High-Throughput Screening; Potency, µM (highest dose often 96.7 µM), without a hit: at the top dose activity change, negative = cytotoxicity, most hits filed as inhibitors; hit rate 4.3% among 94,000; NIH 3T3 viability, CellTiter-Glo ATP luminescence, 48-72 h; also: potency is read from the fitted curve at half-maximal effect; nearly all actives have a fitted effect of over 55% in size
#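 Cytotoxicity is measured as loss of cellular ATP: NIH 3T3 cells (400/well) are exposed to compound for 48 or 72 hr at 37 °C, then CellTiter-Glo luminescence is imaged after 10 min at room temperature.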
# HEK293 tox: Cytotoxic Profiling in HEK 293 Cell Line of Diverse Libraries Using Quantitative High-Throughput Screening. Potency, µM (series often up to 115 µM), without a hit: at the highest dose activity change, negative = cytotoxicity, hits mostly inhibitors. HEK 293 viability, ATP luminescence (CellTiter-Glo), 48-72 h. hit rate 6.6% among 94,000; also: potency is read from the fitted curve at half-maximal effect; nearly all actives have a fitted effect of over 60% in size
#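 Read-out: CellTiter-Glo ATP luminescence. Cells: HEK 293, 250 cells/well. Exposure: 48 or 72 hr, 37 degree Celsius.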
# SNCA expr inh: Primary qHTS assay for inhibitors of alpha-synuclein gene (SNCA) expression; HEK-293 SNCA-luciferase knock-in, luminescence, 24 h; Potency, µM (titrated, usually from 57.2 µM), for the others: at the top dose activity change, negative = inhibition, actives largely listed as inhibitors; hit rate 0.17% among 140,000; AID 1671194, 2021;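 also: potency is read from the fitted curve at half-maximal effect; plate controls were DMSO cells for no effect and cell-free wells for full effect; nearly all actives have a fitted effect of over 45% in size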
# SNCA viab count: GF-AFC viability counterscreen for inhibitors of alpha-synuclein gene (SNCA) expression; HEK-293-SNCA-luc viability, GF-AFC fluorescence, 24 h; Potency, µM (highest dose often 57.1 µM), inactives show at the top dose activity change, negative = cytotoxicity, actives largely listed as cytotoxic; hit rate 0.12% among 150,000; AID 1671193, 2021;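 also: potency is read from the fitted curve at half-maximal effect; 0% = DMSO-treated cells and -100% = medium-only wells without cells; nearly all actives have a fitted effect of over 30% in size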
#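 HEK-293-SNCA-luc cells (1500/well) plated 24 h, then exposed 24 h to a dilution series; GF-AFC added 30 min at 37C, fluorescence 405/540 nm; normalised to medium-only and DMSO wells, Hill fit.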
# Numbers without * were called inactive; i = inactive; ? = inconclusive; . = no result given; & = joins results of further samples; [ ] = dose if it differs, or a comment. Unless noted, calls follow the shape of the dose curve; as a rule, active = well fitted curve in the direction sought with a large enough effect; inconclusive = small, poorly fitted or top-dose-only effect, or another doubt; inactive = no such curve, though single readings can be large; an effect the other way counts as inactive or inconclusive. Unless noted, % is scaled to controls: 0 for no effect and ±100 for the full control effect.
# The opening two compounds, ahead of the listing:
# Order of results: GPT2 inhibitor | IP6K1 inhibitor | Luciferase inh | NIH3T3 tox | HEK293 tox | SNCA expr inh | SNCA viab count
> CN(Cc1cccnc1)Cc1nc(C2(O)CCN(C3CCCC3)CC2)cs1
 : -3%[88.5 µM] | 6 | 0%[172 µM] | 0%[174 µM] | 3%[172 µM] | -11%[87.6 µM] | -6%[87.6 µM]
> CCCc1cc(CN(C)C(=O)CC2C(=O)NCCN2CCCc2ccccc2)[nH]n1 (centres undefined)
 : i | -2 | 0% | -14% | 0% | 13% | -1%

# All compounds of this part, from the first entry:
# Order of results: GPT2 inhibitor | IP6K1 inhibitor | Luciferase inh | NIH3T3 tox | HEK293 tox | SNCA expr inh | SNCA viab count
> CN(Cc1cccnc1)Cc1nc(C2(O)CCN(C3CCCC3)CC2)cs1
 : -3%[88.5 µM] | 6 | 0%[172 µM] | 0%[174 µM] | 3%[172 µM] | -11%[87.6 µM] | -6%[87.6 µM]
> CCCc1cc(CN(C)C(=O)CC2C(=O)NCCN2CCCc2ccccc2)[nH]n1 (centres undefined)
 : i | -2 | 0% | -14% | 0% | 13% | -1%
> COC(=O)c1ccccc1NS(=O)(=O)c1ccc2c(c1)CCCN2C(C)=O
 : . | 7 | . | . | . | 15% | -2%
> COc1ccc(NC(=O)CN2C(=O)NC(c3ccc(Cl)cc3)C3=C2COC3=O)c(OC)c1 (centres undefined)
 : i | 3 | 8% | -28% | ? | ? | -11%
> NCC1CCCN(Cc2ccc(-c3nc(-c4ccncc4)cc(=O)[nH]3)cc2)C1 (centres undefined)
 : 1% | -4 | 2% | 4% | i | 4% | -8%
> CN1CCC2(CCC1=O)CN(S(=O)(=O)c1cn(C)cn1)CCN2C (centres undefined)
 : i | -24 | -11% | -8% | -7% | -5% | 2%
> COc1cc(CNC(=O)C2Cn3cccc3C(=O)N2Cc2cccnc2)cc(OC)c1 (centres undefined)
 : -3% | -13 | 1% | -3% | 1% | 17% | -5%
> Cc1ccc(NC(=O)NCc2c(-n3cccc3)sc3c2CCCC3)c(Cl)c1
 : . | -27* | . | . | . | -17% | 0%
> COc1ccc(CN2CC(N(C)c3ccccc3C)C2)cc1
 : i | -5 | . | 79µM* | ? | -21%[87.6 µM] | -25%[87.6 µM]
> COc1ccc(CN2CCCC(c3cc(=O)[nH]c(C)n3)C2)c(OC)c1C (centres undefined)
 : i | 4 | 0% | ? | 45µM* | 43%[activator] | -7%
> COc1ccc(C2C(C(=O)Nc3ccccc3)=C(C)Nc3nc(-c4ccccc4)nn32)c(OC)c1 (centres undefined)
 : . | 12 | . | . | . | -8% | -16%
> O=C(CC1CCCC1)N1CCC(c2noc(-c3ccncc3)n2)C1 (centres undefined)
 : -7% | 1 | 1% | -20% | ? | 3% | 6%
> CN(C)c1ccc(-c2nnc([C@H]3CCN(C(=O)c4ccccn4)C3)o2)cc1
 : i | 5 | 20µM* | -12%[174 µM] | ? | 144%[activator][87.6 µM] | 1%[87.6 µM]
> COc1ccc(NC(=O)N2CCCC(c3noc(COc4ccccc4F)n3)C2)c(C)c1 (centres undefined)
 : ? | 18 | -25% | ? | ? | -12% | 2%
> Cc1ccc(-n2ncc3c(Nc4ccc5c(c4)OCCO5)ncnc32)cc1C
 : . | 23 | . | . | . | 62%[activator] | 13%
> CCc1ccc(-c2nc(SCC(=O)NCC3CCCO3)c(-c3ccc(C)cc3)[nH]2)cc1 (centres undefined)
 : . | 15 | . | . | . | 20% | 1%
> COc1ccc(NC(=O)c2cnc(N3CCOCC3)c3ccccc23)cc1OC
 : . | 19 | . | . | . | 9% | 3%
> Cc1cccc(S(=O)(=O)c2cn(C)c3cc(N4CCC(C)CC4)c(F)cc3c2=O)c1
 : . | 10 | . | . | . | -29% | -4%
> CCOc1ccc(CN2CCC3(CC2)CC(O)CCO3)cc1 (centres undefined)
 : i | 14 | -2% | -21% | -20% | 0% | 8%
> Cc1c(C(=O)NC(C)c2ccccc2)sc2nc3n(c(=O)c12)CCCC3 (centres undefined)
 : . | -7 | . | . | . | 63%[activator] | 3%

# Quoted at random: 3 entries already listed.
# Order of results: GPT2 inhibitor | IP6K1 inhibitor | Luciferase inh | NIH3T3 tox | HEK293 tox | SNCA expr inh | SNCA viab count
> Cc1ccc(-n2ncc3c(Nc4ccc5c(c4)OCCO5)ncnc32)cc1C
 : . | 23 | . | . | . | 62%[activator] | 13%
> O=C(CC1CCCC1)N1CCC(c2noc(-c3ccncc3)n2)C1 (centres undefined)
 : -7% | 1 | 1% | -20% | ? | 3% | 6%
> CCOc1ccc(CN2CCC3(CC2)CC(O)CCO3)cc1 (centres undefined)
 : i | 14 | -2% | -21% | -20% | 0% | 8%

# (continued)
# Order of results: GPT2 inhibitor | IP6K1 inhibitor | Luciferase inh | NIH3T3 tox | HEK293 tox | SNCA expr inh | SNCA viab count
> Cc1ccccc1C(=O)N1CC[C@](O)(c2ccccc2)[C@H](N(C)C)C1
 : i | 22 | -22% | i | ? | 33%[activator] | 0%
> Cc1ccccc1-c1onc(C)c1C(=O)NCc1ccc(F)cc1F
 : i | 13 | 6% | -29% | ? | 0% | 0%
> O=C1NCCCCCCN(C(=O)c2cccnc2)[C@H]2C[C@H](c3nc(Cc4ccccc4)no3)C[C@@H]12
 : 2% | 2 | -1% | ? | -2% | -12% | -3%
> O=C(NCc1ccccc1Cl)c1cn2cc(-c3cccc(C(F)(F)F)c3)sc2n1
 : -15% | 7 | . | -28% | ? | -8% | -17%
> Cc1ccncc1C(=O)N1CCC(Cn2c(C)cnc2-c2cccnc2)CC1
 : -13% | 8 | -1% | 4% | -6% | 2% | -2%
> COc1cc(F)ccc1-c1cc2c(ccn2C)c(C(=O)NCCc2cnc[nH]2)n1
 : 2%[88.5 µM] | -15 | 8%[172 µM] | ? | ? | 36%[activator][87.6 µM] | -10%[87.6 µM]
> Oc1ccccc1CN1CCC(O)(c2csc(CN3CCN(c4ccccn4)CC3)n2)CC1
 : i | 4 | 0% | ? | ? | -1% | -1%
> CN(C)C[C@@H]1CN(c2ccncn2)C[C@H]1NC(=O)c1ccc(C#N)cc1
 : i | -6 | -3% | -1% | i | -2% | 5%
> COc1ccc(CN2C[C@H]3CN(Cc4ccc(OC(F)(F)F)cc4)CCN3C2=O)cc1
 : ? | 0 | 13% | ? | ? | -12% | -9%
> CN1Cc2cccn2CC1CNC(=O)c1ccsc1 (centres undefined)
 : -27% | -11 | -7% | -9% | 4% | -11% | -16%
> CCOc1ccc(CCNC(=O)Cn2nnc(-c3ccc(OC)c(OC)c3)n2)cc1OCC
 : . | 0 | . | . | . | -7% | 1%
> CC1=C(C(=O)Nc2ccc(C)cc2C)C(c2cccs2)n2nc(SCc3cccc(C)c3)nc2N1 (centres undefined)
 : . | -9 | . | . | . | 44%[activator] | ?
> CC(=O)c1cc(-c2ccc(F)cc2)n(CCC(=O)NCc2ccc(C)cc2)c1C
 : . | 7 | . | . | . | 5% | -2%
> O=C(O)CCC1CCN(S(=O)(=O)c2ccccc2F)CC1
 : i | 26 | -7% | ? | 4% | -16% | -18%
> CN1c2cc(C(=O)Nc3ccc(Cl)cc3)ccc2C(=O)N2CCCCC21 (centres undefined)
 : i | 3 | ? | ? | ? | 214%[activator] | 0%[12.5 µM]
> COCCOC1CCOC2(CCN(C(=O)c3cc(-c4ccc(F)cc4)n[nH]3)CC2)C1 (centres undefined)
 : i | -1 | -10% | 4% | -5% | ? | -17%[12.5 µM]
> O=C(NCCOCCO)C(=O)Nc1c2c(nn1-c1ccc(F)cc1)CSC2
 : . | -19 | . | . | . | -11% | 0%
> CCn1ncc(N2CCCC(CC(=O)NCCc3ccccc3)C2)cc1=O (centres undefined)
 : i | -1 | -9% | -7% | 3% | 154%[activator] | 2%
> CC(C)NC(=O)N1CCOc2ccc(CCC(=O)NCCCN3CCOCC3)cc2C1
 : 5% | -7 | -8% | -6% | 2% | ? | 4%[12.5 µM]
> CCOC(=O)C1CCN(C(=O)Cc2ccc(N(Cc3ccccc3)C(=O)c3ccco3)cc2)CC1
 : -1% | -8 | 3% | ? | 40µM* | -8% | ?

# Next structures follow.
# Codes – A = GPT2 inhibitor; B = IP6K1 inhibitor; C = Luciferase inh; D = NIH3T3 tox; E = HEK293 tox; F = SNCA expr inh; G = SNCA viab count
> CCc1ccc(CNC(=O)Cn2c(-c3cccs3)cc3cc(F)ccc32)cc1
  A: . | B: 11 | C: . | D: . | E: . | F: 31%[activator] | G: -15%

> COC[C@@H]1CN(C(=O)CCc2ccccc2)C[C@H]1c1ccccn1
  A: 2% | B: -2 | C: . | D: -9% | E: i | F: -17% | G: 3%

> COc1ccc(NC(=O)N2C[C@@H]3C[C@H](C2)c2c(NC(=O)c4ccco4)ccc(=O)n2C3)cc1
  A: 1% | B: 1 | C: 3% | D: 4% | E: -3% | F: 17% | G: -5%

> O=C(NCc1ccnc2[nH]ccc12)c1cncc(Br)c1
  A: i | B: 1 | C: -13%[172 µM] | D: -4%[138 µM] | E: -30%[172 µM] | F: 26%[87.6 µM] | G: 12%[87.6 µM]

> CN(C)CC(O)COc1ccc(CN2CCC(N3CCOC3=O)CC2)cc1 (centres undefined)
  A: -12% | B: 25 | C: 1% | D: i | E: -16% | F: -12% | G: -7%

> N#Cc1cccnc1-c1cccc(C(=O)NCCNC(=O)c2ccc(F)cc2)c1
  A: -2% | B: 4 | C: . | D: ? | E: ? | F: 5% | G: 9%

> CC1=C(C(=O)OC(C)C)C(c2ccc(C)cc2C)N2C(CC(=O)N3CCCC3)=CSC2=N1 (centres undefined)
  A: -8% | B: -2 | C: -13% | D: ? | E: ? | F: -3% | G: -14%

> COc1ccc(Cn2c(CO)cnc2SCC(=O)Nc2ccc3c(c2)OCCO3)cc1
  A: . | B: 0 | C: . | D: . | E: . | F: 67%[activator] | G: -10%

> CC(C)(C)c1cc(NC(=O)Nc2ccc(-c3cn4c(n3)sc3cc(OCCN5CCOCC5)ccc34)cc2)no1
  A: -11%&-5% | B: 3 | C: . | D: . | E: . | F: 26% | G: -28%&2%

> CCCN(CC1CCOC1)S(=O)(=O)c1ccccc1Br (centres undefined)
  A: -4% | B: -6 | C: 11% | D: -3% | E: 5% | F: 3% | G: -2%

> CCC(c1cccs1)N1C(=O)[C@H]2CN(S(=O)(=O)c3ccc(F)c(C)c3)C[C@H]2C1=O (some centres undefined)
  A: i | B: -16 | C: -9% | D: -29% | E: -10% | F: -13% | G: -12%

> Cc1cc(=O)n(CC(=O)Nc2cccc(C)c2C)c(N(C)Cc2ccccc2)n1
  A: i | B: -9 | C: 12% | D: ? | E: ? | F: -21% | G: -13%
